N370S GC – N370S glucocerebrosidase modulation, Gaucher chaperone candidate. N370S GC spleen homogenate, 4MU-glucoside fluorescence. Potency, µM (top dose mostly 59.4 µM), for the others: top-dose activity change, negative = inhibition, usual class: inhibitors. 330,000 tested, 0.092% active;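 further: 0% = full enzyme activity and -100% = no enzyme basal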
TDP1 inh – TDP1 (human) enzyme inhibition; Q9NUW8; recombinant TDP1, AlphaScreen DNA substrate cleavage; Potency, µM (highest dose often 130 µM), inactives show at the top dose activity change, negative = inhibition, hits mostly inhibitors; 350,000 tested, 0.28% active; AID 485290; further: nearly all actives have a fitted effect of over 40% in size
Target sequence (Q9NUW8 whole entry, looked up): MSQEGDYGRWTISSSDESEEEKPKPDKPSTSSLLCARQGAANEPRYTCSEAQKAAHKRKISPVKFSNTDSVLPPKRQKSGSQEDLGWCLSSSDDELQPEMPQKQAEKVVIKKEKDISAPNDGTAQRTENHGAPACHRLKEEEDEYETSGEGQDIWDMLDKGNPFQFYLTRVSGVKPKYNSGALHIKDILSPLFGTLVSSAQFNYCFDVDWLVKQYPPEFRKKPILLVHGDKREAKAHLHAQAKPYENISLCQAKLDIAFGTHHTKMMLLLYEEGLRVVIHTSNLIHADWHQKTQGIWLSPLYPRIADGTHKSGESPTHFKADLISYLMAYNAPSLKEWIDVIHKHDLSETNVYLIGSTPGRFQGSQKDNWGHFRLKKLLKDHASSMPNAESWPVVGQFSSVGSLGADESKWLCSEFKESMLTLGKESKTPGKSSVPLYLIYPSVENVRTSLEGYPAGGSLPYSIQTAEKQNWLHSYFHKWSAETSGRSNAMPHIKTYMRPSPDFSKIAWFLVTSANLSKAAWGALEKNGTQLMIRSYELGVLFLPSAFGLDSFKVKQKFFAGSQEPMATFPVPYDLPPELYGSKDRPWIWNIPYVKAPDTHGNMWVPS
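Tdp1 1 nM final; 15 min RT w/ cpd; substrate 15 nM, 5 min; beads 10 ug/ml, 10 min; AlphaScreen read. Neg ctrl: no enzyme.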
FEN1 inhibitor – human FEN1 inhibition | Recombinant FEN1 flap cleavage, fluorescence, 15 min | Potency, µM (titrated, usually from 114 µM), for inactives: at the top dose activity change, negative = inhibition, most hits filed as inhibitors | 390,000 tested, 0.35% active; further: nearly all actives have a fitted effect of over 65% in size
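Steps: FEN1 (10 nM) dispensed; compound added by pin tool; 15 min at room temperature; substrate added to 50 nM final; reads at 0 min and 15 min; data normalized and fitted (four-parameter Hill).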
Numbers without * were called inactive; ? = inconclusive; / = no result given; & = joins results of further samples; [ ] = dose if it differs, or a comment. The call rests on the fitted dose curve; in most records, active means well fitted curve in the direction sought with a large enough effect; inconclusive means small, poorly fitted or top-dose-only effect, or another doubt; inactive means no such curve, though single readings can be large; an effect the other way counts as inactive or inconclusive. Unless noted, on the % scale 0 is the no-effect control and ±100 the full control effect; potency means the concentration at half of the fitted maximal effect. These rows are one share of the data. The share of hits here may be higher or lower than overall.

Values run as follows: N370S GC, TDP1 inh, FEN1 inhibitor
1. CC(=O)N1CCN(c2ccc(OC[C@@H]3CO[C@@](Cn4ccnc4)(c4ccc(Cl)cc4Cl)O3)cc2)CC1
→ -12.8%[21.6 µM], 15.9%[21 µM], 1.7%&-1.6%
2. CC(C)C[C@H](NC(=O)[C@H](Cc1ccccc1)NC(=O)CNC(=O)[C@@H](COC(C)(C)C)NC(=O)[C@@H](N)Cc1ccc(O)cc1)C(=O)N[C@H](C(=O)O)[C@@H](C)OC(C)(C)C
→ -10.7%, 10.8%, /
3. Cc1nn(Cc2ccccc2)c(C)c1C(=O)O
→ 3.5%, 7.6%, -5.3%
4. O=C1NC(=O)N(c2ccc(Cl)cc2)C(=O)/C1=C\c1ccc(Sc2nc3ccccc3[nH]2)o1
→ 2.0%, -4.5%, 79.4µM*
5. O=c1[nH]c(=O)n(-c2ccccc2)c(O)c1/C=C1/C(c2ccccc2)=Nc2ccccc21
→ 0.4%, -5.6%, -2.0%
6. N#CC1=C(N)Oc2c(c(=O)oc3ccccc23)C1c1ccncc1 (stereo unspecified)
→ 3.9%, 2.0%, -4.5%
7. COc1cccc(C2(C#N)CCN(C)CC2)c1
→ -10.7%, 1.2%, 7.9%
8. COC(=O)C1=C(c2ccc(F)cc2F)C[C@@H]2CC[C@H]1N2C(=O)NCCOc1ccccc1Cl
→ /, -1.6%, 2.0%
9. Cc1cccc(-c2nc(CN3C(=O)CN=C(c4ccccc4)c4ccccc43)c(C)o2)c1
→ /, 9.0%, -21.8%
10. Cn1c(O)c(C2=NNC(c3ccc(Cl)cc3)C2)c(=O)n(C)c1=O (stereo unspecified)
→ 2.1%, 11.0%, 5.7%

Reformatted tab-delimited: entries from further up.
No.	Molecule	N370S GC	TDP1 inh	FEN1 inhibitor
9	Cc1cccc(-c2nc(CN3C(=O)CN=C(c4ccccc4)c4ccccc43)c(C)o2)c1	/	9.0%	-21.8%
6	N#CC1=C(N)Oc2c(c(=O)oc3ccccc23)C1c1ccncc1 (stereo unspecified)	3.9%	2.0%	-4.5%

Additional structures follow.
Values run as follows: N370S GC, TDP1 inh, FEN1 inhibitor
11. CC1CCC(C(C)C)C(OC(=O)c2ccccc2N)C1 (stereo unspecified)
→ 11.8%, -1.0%, /
12. CCN(CC)CCCOC(=O)C(OC)(c1ccccc1)c1ccccc1
→ /, -2.0%, -1.5%
13. O=C(c1cc(=O)[nH]c2ccc(Br)cc12)N1CCC2(CC1)OCCO2
→ -2.3%, 0.5%, 0.6%
14. CCCCCCCCN=Cc1c(O)[nH]c(=O)[nH]c1=O
→ 19.9%, /, -7.7%
15. NCCCNCCCCNCCCNC(=O)Cc1ccc(O)cc1
→ -1.8%[12.8 µM], 7.1%[21 µM], /
16. CC(C)(C)OOC(=O)c1ccccc1
→ 1.7%, 17.8%, /
17. COC(=O)Nc1ccc(N=C(N)N[N+](=O)[O-])cc1
→ 3.2%, 0.5%, 3.0%
18. C=CCc1cc(OC)c2c(c1OC)OCO2
→ -2.8%, -1.8%[56.1 µM], /
19. COc1ccc(-n2c(/C=C\c3ccccc3F)nc3ccccc3c2=O)c(OC)c1
→ /, 7.8%, -12.0%
20. COC(=O)C1=C(c2ccc(F)cc2F)C[C@@H]2CC[C@H]1N2C(=O)NCCNC(C)=O
→ /, -0.3%, -3.9%
21. CCN(N=Nc1nonc1OC)c1nonc1OC
→ 5.5%, 3.3%, 4.5%
22. c1cnc2c(c1)ccc1ncccc12
→ -13.7%, 1.2%, 1.3%
23. Cn1c(=O)cc(SCC(=O)N2CCC3(CC2)OCCO3)c2ccccc21
→ 7.1%, 5.2%, 1.9%
24. C(#CCN1CCOCC1)COCc1ccccc1
→ -5.0%, 2.1%, 1.1%
25. COc1ccc(Cl)cc1C(=O)C1CCCN(CCO)C1 (stereo unspecified)
→ -1.1%, /, 12.5%
26. COc1ccc(-c2nc(CSCC(=O)N3CCC4(CC3)OCCO4)c(C)o2)cc1OC
→ -2.2%, 4.8%, 2.3%
27. CCNC(C)Cc1cccc(C(F)(F)F)c1 (stereo unspecified)
→ 9.6%, 2.1%, /
28. COC(=O)C12CC3=C[C@H](CC3=O)Cc3ccccc3[C@@H]1CNC2=O (stereo partly specified)
→ 11.3%&-3.3%, 6.9%&7.5%, /
29. CN1CCN(c2ccc(NC(=O)Oc3ccccc3)cc2)CC1
→ -11.8%, 6.6%, 2.2%
30. CCC(=NCc1cc(OC)cc(OC)c1)c1c(O)[nH]c(=O)[nH]c1=O
→ -1.4%, 1.3%, -12.2%
31. CC(C)c1ccc(OCC(=O)N2CCN(CCc3ccncc3)CC2)cc1
→ /, 1.6%, -5.3%
32. Cc1cccc(OCC(=O)N2CCN(Cc3ccc([N+](=O)[O-])cc3)CC2)c1
→ -10.2%, 5.6%, 0.0%
33. O=c1[nH]c(=O)n(CCc2ccccc2)c(O)c1C=NC1CC1
→ 2.0%, /, -2.0%
34. O=C(Cn1ncc2c3ccccc3n(Cc3ccc(F)cc3)c2c1=O)N1CCC2(CC1)OCCO2
→ 10.9%, 4.9%, 1.1%
35. COc1cccc(NC(=O)CN2CC(c3ccccc3)CC2=O)c1 (stereo unspecified)
→ -0.8%, 3.9%, 17.9%
36. COc1ccc(C(=O)C2CCCN(Cc3ccc(C)s3)C2)cc1OC (stereo unspecified)
→ -2.1%, 4.8%, -12.7%
37. Oc1ccc(Cl)c(Cl)c1Cl
→ 2.0%, -0.2%&8.2%, -1.9%
38. Brc1c(Br)c(Br)c2n[nH]nc2c1Br
→ 10.5%&22.6%, 8.0%[56.1 µM], ?
39. O=C1CN(C(=O)COC(=O)Cc2ccccc2)c2ccccc2N1
→ 14.0%, 0.0%, -16.1%
40. CC(C)C[C@H](NC(=O)[C@H](Cc1ccccc1)NC(=O)CNC(=O)[C@H](CS)N(C(=O)[C@@H](N)Cc1ccc(O)cc1)C(C)(C)C)C(=O)N([C@H](C(=O)O)[C@H](C)O)C(C)(C)C
→ -2.5%, 2.4%, /

Structural class: the entries above with a cyano group (two)
Values run as follows: N370S GC, TDP1 inh, FEN1 inhibitor
6. N#CC1=C(N)Oc2c(c(=O)oc3ccccc23)C1c1ccncc1 (stereo unspecified)
→ 3.9%, 2.0%, -4.5%
7. COc1cccc(C2(C#N)CCN(C)CC2)c1
→ -10.7%, 1.2%, 7.9%

4 of the compounds above, field by field:
[31] CC(C)c1ccc(OCC(=O)N2CCN(CCc3ccncc3)CC2)cc1
  N370S GC: /
  TDP1 inh: 1.6%
  FEN1 inhibitor: -5.3%

[33] O=c1[nH]c(=O)n(CCc2ccccc2)c(O)c1C=NC1CC1
  N370S GC: 2.0%
  TDP1 inh: /
  FEN1 inhibitor: -2.0%

[35] COc1cccc(NC(=O)CN2CC(c3ccccc3)CC2=O)c1 (stereo unspecified)
  N370S GC: -0.8%
  TDP1 inh: 3.9%
  FEN1 inhibitor: 17.9%

[36] COc1ccc(C(=O)C2CCCN(Cc3ccc(C)s3)C2)cc1OC (stereo unspecified)
  N370S GC: -2.1%
  TDP1 inh: 4.8%
  FEN1 inhibitor: -12.7%

(next part)
Values run as follows: N370S GC, TDP1 inh, FEN1 inhibitor
41. COC(=O)C1=C(c2cccc(OCc3ccccc3)c2)C[C@@H]2CC[C@H]1N2C(=O)NCc1ccc2[nH]ccc2c1
→ /, 3.8%, -26.8%
42. Cc1ccc(-n2c(O)c(C=N)c(=O)n(-c3ccc(C)cc3)c2=O)cc1
→ 8.1%, 1.4%, -5.3%
43. Oc1ccc(/C=N/NP(=S)(c2ccccc2)c2ccccc2)cc1O
→ 1.9%, 8.1%, 0.9%
44. O=C(N/N=C/c1c(O)n(C2CCCCC2)c(=S)[nH]c1=O)c1ccccc1O
→ -5.6%, 4.2%, -3.1%
45. CC(=Nc1ccc2c(c1)CCC2)c1c(O)n(C2CCCCC2)c(=O)[nH]c1=O
→ 2.7%, 1.1%, -0.6%
46. COc1ccc(N2C(=O)/C(=C/c3ccc(OC)c(OC)c3)C(=O)NC2=S)cc1
→ 0.9%, /, 1.5%
47. O=c1nc(/C=C/c2ccc(Cl)cc2Cl)cc(C(F)(F)F)[nH]1
→ -2.3%, 6.0%, -2.3%
48. CCN(C(=O)COC(=O)C(O)(c1ccccc1)c1ccccc1)c1c(N)n(Cc2ccccc2)c(=O)[nH]c1=O
→ 0.2%, -2.0%, -7.9%
49. CCN(CC)CCN/N=C(\C)c1c(O)[nH]c(=O)[nH]c1=O
→ 7.0%, 1.3%, 0.9%
50. CN1CCC(N2CC3CC(C2)c2cccc(=O)n2C3)CC1 (stereo unspecified)
→ -1.5%, 9.4%, -10.1%
51. COc1cc2c(cc1OC)-c1c(OC)c(OC)cc3c1[C@H](C2)[N+](C)(C)CC3
→ -7.0%, 1.3%, -21.5%
52. N#CC(C#N)=Cc1ccc(O)cc1
→ -5.2%&-10.9%, 6.9%&10.2%, /
53. O=C(Nc1ccc(Cl)cc1C(=O)c1ccccc1)c1ccccc1
→ -12.6%, 5.1%, -16.6%
54. C#CCN1C(=O)S/C(=C\c2ccc(N3CCOCC3)cc2C)C1=O
→ ?, 2.4%, 1.2%
55. COc1cc(OC)cc(C2(C#N)CCN(C)CC2)c1
→ 0.3%, 8.2%, 18.2%
56. CCN1C(=O)C(=Cc2ccc(C)s2)C(=O)N(CC)C1=S
→ -1.5%, -5.3%, -10.7%
57. CCC(=NCCC1=CCCCC1)c1c(O)[nH]c(=O)[nH]c1=O
→ 2.4%, 2.9%, 3.3%
58. COc1ccc(N=Cc2c(O)n(C)c(=O)[nH]c2=O)cc1
→ -5.7%, /, 2.8%
59. CCc1ccc(NC(=O)c2cccn(Cc3cccc([N+](=O)[O-])c3)c2=O)cc1
→ /, -2.6%, 14.2%

Whole records from above.
Shown for COc1ccc(N=Cc2c(O)n(C)c(=O)[nH]c2=O)cc1 : N370S GC: -5.7%; TDP1 inh: /; FEN1 inhibitor: 2.8%
Shown for COc1cc(OC)cc(C2(C#N)CCN(C)CC2)c1 : N370S GC: 0.3%; TDP1 inh: 8.2%; FEN1 inhibitor: 18.2%

High-throughput results from PubChem.
